Compound activity deposited in PubChem BioAssay by The Scripps Research Institute Molecular Screening Center.
PAFAH1B3 FP inh – PAFAH1B3 (human) inhibition; inhibition, % at 3.39 µM; actives 0.28% (n = 340,000); AID 492972; recombinant PAFAH1B3, FP-rhodamine probe, fluorescence polarization;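 active = inhibition above the screen-wide average of all tested compounds plus 3 SD, cut at about 25% in these data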;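 also: 0% = enzyme with DMSO only and 100% = wells lacking PAFAH1B3 protein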
LYPLA2 inh – counter-screen for PME1 inhibitors: inhibitors of human LYPLA2; O95372; recombinant LYPLA2, FP-Rh probe fluorescence polarization; inhibition, % at 5.9 µM; actives 0.38% (n = 320,000); AID 2177;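 active = inhibition above the screen-wide mean plus 3 SD, limit set per campaign, cut at about 26% in these data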;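 also: 0% = LYPLA2 with DMSO and 100% = wells lacking LYPLA2 enzyme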
Target sequence (O95372 whole entry, looked up): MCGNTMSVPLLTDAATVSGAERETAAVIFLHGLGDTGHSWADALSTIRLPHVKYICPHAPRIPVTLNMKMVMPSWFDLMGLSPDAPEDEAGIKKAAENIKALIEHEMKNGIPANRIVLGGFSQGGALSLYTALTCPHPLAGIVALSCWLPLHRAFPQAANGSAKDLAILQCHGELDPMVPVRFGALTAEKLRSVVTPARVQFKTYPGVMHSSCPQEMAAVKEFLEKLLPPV
GSTO1 counter – counter-screen for RBBP9 inhibitors: inhibitors of human GSTO1. inhibition, % at 5.96 µM. recombinant GSTO1, activity-based probe fluorescence polarization. P78417. actives 1.1% (n = 300,000). AID 1974;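 active = inhibition above the campaign mean inhibition plus 3 SD, cut at about 35% in these data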;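 also: 0% = GSTO1-1 with DMSO and 100% = wells lacking GSTO1-1 enzyme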
Target sequence (P78417 whole entry, looked up): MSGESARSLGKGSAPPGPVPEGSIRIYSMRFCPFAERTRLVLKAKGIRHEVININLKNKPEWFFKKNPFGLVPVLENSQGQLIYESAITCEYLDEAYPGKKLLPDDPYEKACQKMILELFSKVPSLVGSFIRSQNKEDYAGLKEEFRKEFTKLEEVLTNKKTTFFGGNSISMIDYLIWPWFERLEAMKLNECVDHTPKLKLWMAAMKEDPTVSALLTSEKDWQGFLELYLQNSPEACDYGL
pPAFAH FP inh – pPAFAH (human) enzyme inhibition. actives 1.5% (n = 330,000). inhibition, % at 3.39 µM. AID 463082. recombinant pPAFAH, FP-rhodamine probe fluorescence polarization;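 active = inhibition above the mean inhibition across the screen plus 3 SD, cut at about 25% in these data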;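 also: inhibitors block binding of the rhodamine activity-based probe so polarization drops; 0% = enzyme with DMSO and 100% = wells lacking pPAFAH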
LYPLA1 inh – counter-screen for PME1 inhibitors: inhibitors of human LYPLA1; inhibition, % at 5.9 µM; actives 0.16% (n = 320,000); recombinant LYPLA1, FP-Rh probe fluorescence polarization; O75608;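 active = inhibition above the mean of all tested compounds plus 3 SD, set per campaign, cut at about 14% in these data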;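 also: inhibitors block serine hydrolase probe labeling of LYPLA1 so polarization falls; 0% = enzyme with DMSO and 100% = wells lacking LYPLA1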
PREPL inh – inhibits the human prolyl oligopeptidase-like enzyme; recombinant PREPL, fluorescence polarization activity-based probe; Q4J6C6; inhibition, % at 5.96 µM; actives 0.68% (n = 320,000); in the data active = inhibition above about 43%;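 also: 0% = enzyme with DMSO and 100% = wells lacking enzyme; many of its hits are not listed in these tables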
PME-1 primary – blocks human protein phosphatase methylesterase 1; Q9Y570; recombinant PME-1, FP-Rh probe fluorescence polarization; inhibition, % at 5.9 µM; actives 0.53% (n = 320,000); AID 2130;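 active = inhibition above the campaign mean of all compounds plus 3 SD, cut at about 26% in these data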;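 also: competitive labeling of PME-1 active site by serine hydrolase directed probe; 0% = PME-1 with DMSO and 100% = wells lacking PME-1 enzyme; inhibitors block probe labeling so polarization falls and inhibition rises; many of its hits are not listed in these tables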
Target sequence (Q9Y570 whole entry, looked up): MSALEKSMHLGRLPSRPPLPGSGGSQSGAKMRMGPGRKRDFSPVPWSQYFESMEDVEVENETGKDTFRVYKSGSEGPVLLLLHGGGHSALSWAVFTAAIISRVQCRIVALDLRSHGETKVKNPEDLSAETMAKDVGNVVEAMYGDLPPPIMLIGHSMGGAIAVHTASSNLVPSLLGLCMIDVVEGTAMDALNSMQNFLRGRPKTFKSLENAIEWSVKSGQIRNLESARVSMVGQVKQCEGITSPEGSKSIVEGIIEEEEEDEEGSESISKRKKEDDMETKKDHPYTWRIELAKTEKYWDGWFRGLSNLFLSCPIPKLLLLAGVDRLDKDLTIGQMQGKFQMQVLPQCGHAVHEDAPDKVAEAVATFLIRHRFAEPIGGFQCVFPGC
PAD4 FP inh – PAD4 (human) enzyme inhibition | inhibition, % at 6.36 µM | recombinant PAD4, RCA probe fluorescence polarization | actives 0.41% (n = 330,000) | AID 485272 | Q9UM07;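 active = percent inhibition above a cutoff equal to the mean of all tested compounds plus 3 SD, cut at about 15% in these data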;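 also: 0% = PAD4 with RCA probe and DMSO and 100% = probe without PAD4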
PAFAH1B2 FP inh – blocks human PAF acetylhydrolase 1b catalytic subunit 2; inhibition, % at 3.39 µM; actives 1.2% (n = 340,000); recombinant PAFAH1B2, FP-rhodamine activity probe, fluorescence polarization; P68402;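 active = inhibition above the mean of all tested compounds plus 3 SD, cut at about 24% in these data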;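 also: 0% = enzyme with DMSO and 100% = wells lacking PAFAH1B2; many of its hits are not listed in these tables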
Target sequence (P68402 whole entry, looked up): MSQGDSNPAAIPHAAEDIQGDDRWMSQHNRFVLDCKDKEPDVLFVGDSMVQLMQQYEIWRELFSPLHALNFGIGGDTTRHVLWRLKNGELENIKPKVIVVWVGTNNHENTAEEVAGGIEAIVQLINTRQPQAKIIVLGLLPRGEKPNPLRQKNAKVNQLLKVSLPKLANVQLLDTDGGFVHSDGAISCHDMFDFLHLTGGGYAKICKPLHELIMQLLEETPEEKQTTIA
Starred values were filed as active, the others as inactive; · = no result given. Only part of the results is shown. The share of hits here may be higher or lower than overall.

SMILES,LYPLA1 inh,LYPLA2 inh,PAFAH1B3 FP inh,PME-1 primary,PREPL inh,PAFAH1B2 FP inh,GSTO1 counter,pPAFAH FP inh,PAD4 FP inh
COc1ccc(NC(=O)c2ccc(=O)[nH]c2)cc1S(=O)(=O)N1CCCCC1,4.0,7.0,·,1.1,-9.3,·,-0.3,5.6,-2.5
Brc1ccc(-c2csc(N/N=C/c3cccnc3)n2)cc1,-6.0,-9.7,1.9,12.6,20.2,6.6,5.5,9.5,-5.3
COc1cccc(Oc2nnnn2-c2ccccc2)c1,-2.0,0.9,7.9,5.5,-8.2,2.0,-5.3,4.8,0.9
COc1ccc(CSc2nc(CSC)cc(N3CCOCC3)n2)cc1,-2.0,0.1,-8.4,-1.9,18.9,6.8,4.1,7.3,-3.7
Cc1ccc2c(c1)C(=O)C(=O)N2CC(=O)Nc1ccccc1NC(=O)c1ccccn1,-1.9,-2.3,1.3,3.3,6.5,7.4,-5.4,-1.1,-6.1
CCCCCn1c(=S)[nH]c2cc(C(=O)N3CCN(C(=O)OCC)CC3)ccc2c1=O,-1.0,-3.3,8.5,-5.8,2.0,-2.9,11.1,4.7,-0.1
CN(Cc1ccccc1)S(=O)(=O)CCNC(=O)c1ccc2c(c1)OCO2,1.2,1.0,16.1,0.4,7.1,4.7,7.7,0.5,2.0
Cn1c(SCc2nn[nH]n2)nc2c1c(=O)n(Cc1ccccc1Cl)c(=O)n2C,-0.8,3.5,0.9,-4.7,14.9,0.9,0.1,4.2,-0.5
COc1ccc(CNC(=O)CCCn2nc([N+](=O)[O-])cc2C)cc1,-0.1,2.0,6.3,-0.9,5.0,9.6,4.7,4.3,4.6
COc1ccccc1C(=O)NC(=O)COC(=O)c1ccc(C)o1,1.0,-3.6,10.5,4.5,-3.2,4.2,4.2,-1.9,4.8
CC(=O)Nc1ccc(N2CCN(c3ccc(C(F)(F)F)cn3)CC2)nc1,3.9,52.3*,-9.0,-2.5,13.2,3.5,0.1,8.0,3.9
CCC(Sc1nc2n[nH]c(C)c2c(=N)n1-c1ccc(C)c(Cl)c1)C(=O)N1CCOCC1 (centres undefined),-2.6,-6.9,8.8,14.4,2.0,-0.1,-1.7,3.0,-3.4
Cc1cc(C)nc(/N=C(/NC(=O)Nc2ccc(Cl)c(Cl)c2)Nc2cccc(Cl)c2)n1,2.8,-0.6,-3.4,6.8,-2.5,-0.3,-0.3,4.5,-3.9
C#CCNC(=O)C1=C[C@H](c2ccc3c(c2)OCO3)C[C@H](OCc2ccc(CO)cc2)O1,2.5,-0.9,10.4,0.2,9.0,6.5,11.7,9.5,0.7
COc1ccccc1C(=O)NC(CCSC)C(=O)OC(C)C(=O)NC1CC1 (centres undefined),1.1,0.6,9.1,-1.5,5.7,10.8,7.1,0.3,-5.8
COc1cc(NC(=O)Cc2ccccc2)ccc1NC(=O)c1ccco1,-0.9,4.0,3.9,2.1,5.6,5.8,-1.7,7.5,-1.8
CCOC(=O)CSC(=S)NC(=O)c1ccc(OC)cc1,-5.4,-3.0,-12.6,-1.4,15.1,1.3,1.6,2.6,5.3
Cc1sc(NC(=O)Cn2c(=O)oc3ccccc32)nc1-c1ccc(Cl)cc1,-2.9,-4.8,3.1,-12.9,-10.4,4.7,-0.6,-10.4,-1.4
Cc1cc(C)nc(SCc2cn3ccccc3n2)n1,-1.6,-1.9,1.6,1.8,0.1,2.6,10.6,2.9,-3.6
COCCCn1c(SCC(=O)NCc2ccccc2)nc2ccccc2c1=O,2.8,1.7,12.6,2.6,8.5,-0.2,12.2,-2.4,-1.9
CCOP(=O)(OCC)c1nc(-c2ccccc2)oc1N1CCCCC1,-2.5,-4.2,11.1,-10.1,-0.4,8.3,-1.8,1.8,1.4
O=C(CN1C(=O)NC2(CCCCCCC2)C1=O)Nc1ccc(Cl)cc1,-3.8,1.6,1.6,-4.6,13.1,0.8,·,-4.8,2.5
COCC(=O)Nc1c(C(=O)Nc2ccc3c(c2)OCCO3)oc2ccccc12,1.6,-1.7,3.9,-1.7,8.0,-4.0,8.7,9.8,-5.6
Clc1cc(Br)ccc1OCCCNCc1ccccc1,-1.1,-2.7,-4.9,1.2,-6.5,1.9,0.6,2.1,-2.5
COc1ccc(-c2cc(Cl)cc3c(=O)c4ccccc4n(C)c23)cc1F,-0.5,-8.8,-3.5,-2.6,0.4,-1.1,0.0,2.6,-1.3
COC(=O)COc1ccc(S(=O)(=O)Nc2ccc(NC(C)=O)cc2)cc1C,0.3,0.4,6.2,-2.8,32.1,0.0,-4.8,-2.7,-9.7
C/C(=N/NC(N)=S)c1ccc(Br)s1,-4.2,-3.9,8.8,-1.7,-1.7,5.4,-8.0,0.7,-0.4
Nc1nc(CSc2nc3ccccc3[nH]2)nc(N2CCOCC2)n1,2.1,5.7,8.0,2.9,3.4,-0.3,8.1,0.0,0.8
COc1cc(C(=O)Nc2ccc(C(=O)O)cc2)ccc1OC(C)=O,-2.6,12.9,3.0,-3.4,8.1,-1.2,1.4,3.8,-1.9
O=C(Nc1cccc(F)c1)Nc1ccc2c(c1)CCC2,-1.7,2.7,1.3,-5.5,18.7,-5.0,-1.9,1.4,-5.9
COC(=O)c1ccc2c(=O)n(CCN3CCOCC3)c(SCC(=O)C(C)(C)C)nc2c1,4.8,11.9,-1.5,-5.3,15.9,-0.4,-4.1,2.1,-3.2
COc1ccc(NC(=O)C2=NN(c3ccccc3)C(=O)CC2)cn1,4.7,2.2,0.8,-2.3,8.6,1.5,·,1.8,0.6
COC(=O)[C@H](Cc1ccccc1)N1C/C=C\COc2c(Cl)cc(Cl)cc2S1(=O)=O,·,·,6.9,·,·,5.0,·,6.2,-0.7
COc1ccc(C(=O)NCCc2ccccc2F)cc1OC1CCN(C(C)=O)CC1,-1.8,-1.5,5.6,-2.2,13.4,-0.1,5.3,-3.9,-6.1
Cc1ccc(C(=O)CSc2n[nH]c(-c3ccco3)n2)cc1C,-5.2,-1.4,4.6,4.7,-1.2,1.2,3.6,14.1,-7.9
CCN(c1ccccc1)S(=O)(=O)c1ccc(C(=O)Nc2ccncc2)cc1,-4.5,-1.8,2.2,-7.0,3.7,-0.3,5.3,3.0,-2.3
Cc1ccccc1NC(=O)c1cccc(NC(=O)c2ccco2)c1,-1.6,-7.6,8.7,-6.4,7.5,0.3,3.0,-4.5,-0.1
CCCCNC(=O)c1ccccc1Cl,1.9,2.4,4.4,-4.6,8.1,8.2,-4.0,0.6,-3.1
COC(=O)c1c(-c2c(Cl)cccc2Cl)noc1C(=O)NN,-8.1,-9.9,-2.9,-1.0,0.7,2.6,1.2,2.3,0.4
O=C(OCC(=O)N1CCN(C(=O)c2ccco2)CC1)c1ccc(Cl)nc1,·,·,10.2,·,-1.3,4.5,·,-2.6,0.1
CCCn1c(=O)c2[nH]c(-c3ccc(S(=O)(=O)O)cc3)nc2n(CCC)c1=O,3.6,4.2,11.6,2.5,1.8,1.3,-1.0,1.3,-2.6
CN(C)S(=O)(=O)c1ccc(C(=O)NCC2(N3CCCCC3)CCCCC2)cc1,-1.6,-4.1,5.4,2.0,1.9,0.7,-4.7,-5.2,-2.6
CCCCNC(=O)c1nn2cc(Br)cnc2c1Br,-0.5,1.1,·,-3.0,-1.6,·,9.2,2.8,-1.3
COc1ccc(C2Nc3ccccc3C(=O)N2NS(=O)(=O)c2ccc(C)cc2)cc1OC (centres undefined),-2.7,-5.5,10.7,-5.5,9.1,3.9,2.0,-3.2,2.2
COC(=O)c1cccc(NC(=S)NCc2ccco2)c1,-3.9,-0.2,3.4,-8.8,-6.9,4.8,15.3,-2.2,-2.5
CCOc1ccc(NC(=S)N(CCCN2CCOCC2)Cc2cn(C)c3ccccc23)cc1,4.8,1.4,1.8,-1.4,1.2,3.8,8.2,6.0,-0.7
Cc1c(NC(=O)C2CC(c3ccc(F)cc3)=NO2)c(=O)n(-c2ccccc2)n1C (centres undefined),-1.2,-9.7,4.2,-5.6,-1.7,2.8,0.2,3.4,-1.8
Cn1c(NC(=O)Cc2cccs2)cc(=O)n(C)c1=O,-0.5,3.4,1.2,-1.7,2.1,1.1,2.5,2.9,-1.9
O=C(Nc1nncs1)c1cccnc1Cl,1.1,3.5,0.9,-4.2,-3.6,0.9,1.3,1.1,-3.1
CC1CCN(C2(O)C(=O)Nc3ccc(Br)cc32)CC1 (centres undefined),2.1,0.1,0.0,13.2,-11.6,1.9,2.7,6.2,-1.2
COc1ccc(OC)c(C(=O)c2ccc(C(=O)O)cc2)c1,1.4,-2.3,-0.1,-2.5,5.5,1.4,14.1,-8.6,0.8
CCC(=Cc1ccc(CC)cn1)CC,-3.9,-6.1,6.2,-8.1,13.8,8.1,0.7,5.9,2.6
N#Cc1c(Cl)nc(N/N=C/c2ccccc2)c(Cl)c1Cl,-1.7,-0.8,1.0,6.0,5.2,-0.3,19.0,28.8*,-15.4
COc1ccccc1-c1nc(C#N)c(N2CCN(c3ccccc3)CC2)o1,10.8,18.3,5.3,9.6,48.2*,10.1,7.5,7.3,-1.4
O=C1CCC(C(=O)NCc2ccccc2)N1 (centres undefined),2.0,-2.2,2.8,3.1,18.7,0.7,8.6,-2.5,-6.1
CCN(Cc1ccccc1)Cc1ccc(OCc2ccccc2)cc1,-6.0,-1.7,12.2,-6.0,10.1,8.4,9.9,-4.6,-1.9
Cc1ccc(SC(=O)c2c(C)noc2-c2cc(C)on2)cc1,-0.6,-8.4,·,3.3,-4.9,·,-3.2,-4.2,3.0
Cc1nc2nc(-c3ccccc3)nn2c(C)c1Cl,-0.8,-0.8,2.1,-3.0,-4.8,-0.1,-0.8,3.0,1.5
Cc1cc(Cl)nc2c(C(C)C)cccc12,0.7,0.0,3.9,4.3,1.2,9.7,-1.1,1.6,-2.2
CCC(c1nnc(SCCNCCO)n1CCN1CCOCC1)N(C)C (centres undefined),0.7,-0.8,·,-2.1,-0.6,·,6.3,1.4,-3.8

(cont.)
SMILES,LYPLA1 inh,LYPLA2 inh,PAFAH1B3 FP inh,PME-1 primary,PREPL inh,PAFAH1B2 FP inh,GSTO1 counter,pPAFAH FP inh,PAD4 FP inh
O=C(COC(=O)CCC1CCCC1)Nc1ccc(Cl)cc1F,0.3,-12.5,6.8,-3.8,-1.6,6.5,2.6,26.9*,3.6
COc1ccccc1OCCC(=O)OCC(=O)Nc1cc(S(=O)(=O)N2CCOCC2)ccc1Cl,2.4,5.3,8.0,8.0,-1.4,1.0,-0.8,13.4,-4.2
Cc1sc2nc(C(C)C)nc(SCC(=O)N3CCOCC3)c2c1C,-2.1,-2.2,8.3,-0.7,2.0,1.7,7.1,0.6,2.9
Cc1cc(=O)oc2cc(Oc3ccc([N+](=O)[O-])cc3[N+](=O)[O-])ccc12,6.4,36.5*,-57.8,9.9,19.2,-0.2,6.6,4.8,7.3
NC(=O)c1ccc(NC(=O)c2ccc3c(c2)CCN3S(=O)(=O)c2ccccc2)cc1,-7.9,-3.2,-3.5,-5.2,-13.3,1.4,-6.6,1.3,4.7
Cc1nc2ccc(S(=O)(=O)NCC(=O)N3CCN(c4ccccc4)CC3)cc2s1,6.4,8.3,6.8,6.1,-16.1,20.0,6.5,3.5,-0.3
CC(=O)N1CCc2cc(S(=O)(=O)NCCCN3CCN(Cc4ccccc4)CC3)ccc21,2.1,14.3,7.4,-6.4,8.3,7.1,5.4,0.7,5.6
COc1ccc(-c2csc(-c3ccc(C(=O)O)cc3)n2)cc1,-4.3,-3.2,-2.8,-2.3,5.6,-4.0,-5.4,-6.1,-3.7
